MCF10A rerep: DNA re-replication induction in MCF 10a cells. MCF 10A DNA re-replication, Hoechst nuclear intensity, 48 h. Potency, µM (titrated, usually from 46.1 µM), inactives show top-dose activity, positive = re-replication, hits mostly activators. actives 2.9% (n = 350,000). AID 624296; further: potency means the concentration at half of the fitted maximal effect; % of control where 0% means no effect; nearly all actives have a fitted effect of over 50% in size
KB-V1 cytotox: kills drug-selected multidrug resistant KB-V1 cells; Potency, µM (titrated, usually from 46.1 µM), for inactives: at the highest dose activity change, negative = cytotoxicity, most hits filed as cytotoxic; actives 3.4% (n = 400,000); KB-V1 MDR cells viability, CellTiter-Glo, 72 h; AID 1347076; further: potency means the concentration at half of the fitted maximal effect; on the % scale 0 is the no-effect control and ±100 the full control effect; nearly all actives have a fitted effect of over 60% in size
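Following 72 h at 37 degrees C with compound, KB-V1 cell viability was read by CellTiter-Glo luminescence, medium being phenol-red-free DMEM plus 10% FBS; concentration-response parameters came from normalized, curve-fitted qHTS data.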
HT1080 IDH1KD tx: kills HT-1080 cells with IDH1 knockdown. Potency, µM (highest dose often 46.1 µM), for inactives: at the highest dose activity, negative = toxicity, actives largely listed as cytotoxic. HT-1080 IDH1 knockdown viability, ATP luminescence, 48 h. actives 2% (n = 360,000);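 further: potency means the concentration at half of the fitted maximal effect; 0% = DMSO wells and -100% = cell-free medium wells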
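In this qHTS, HT-1080 cells depleted of IDH1 are exposed for 48 h at 37 °C to compound titrations. Toxicity is scored from CellTiter-Glo luminescence, with DMSO as full viability and medium alone as none.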
KB-3-1 tox: KB-3-1 parental cell cytotoxicity. KB-3-1 viability, CellTiter-Glo ATP luminescence, 72 h. Potency, µM (series often up to 46.1 µM), without a hit: top-dose activity change, negative = cytotoxic, actives largely listed as cytotoxic. actives 1.4% (n = 400,000). AID 1347075; further: potency means the concentration at half of the fitted maximal effect; on the % scale 0 is the no-effect control and ±100 the full control effect; nearly all actives have a fitted effect of over 60% in size
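KB-3-1 parental drug-naive adenocarcinoma cells in DMEM/10% FBS, incubated 72 h at 37 C with pin-transferred compounds across a concentration series. Viability by CellTiter-Glo luminescence; concentration-response curves fitted after normalization.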
WRN helicase inh: blocks human WRN helicase | Q14191 | Potency, µM (series often up to 114 µM), for inactives: top-dose activity change, negative = inhibition, actives largely listed as inhibitors | AID 651768 | actives 0.46% (n = 360,000) | WRN helicase unwinding, fluorescent forked duplex, kinetic; further: potency means the concentration at half of the fitted maximal effect; on the % scale 0 is the no-effect control and ±100 the full control effect; nearly all actives have a fitted effect of over 55% in size
Target sequence (Q14191 whole entry, looked up): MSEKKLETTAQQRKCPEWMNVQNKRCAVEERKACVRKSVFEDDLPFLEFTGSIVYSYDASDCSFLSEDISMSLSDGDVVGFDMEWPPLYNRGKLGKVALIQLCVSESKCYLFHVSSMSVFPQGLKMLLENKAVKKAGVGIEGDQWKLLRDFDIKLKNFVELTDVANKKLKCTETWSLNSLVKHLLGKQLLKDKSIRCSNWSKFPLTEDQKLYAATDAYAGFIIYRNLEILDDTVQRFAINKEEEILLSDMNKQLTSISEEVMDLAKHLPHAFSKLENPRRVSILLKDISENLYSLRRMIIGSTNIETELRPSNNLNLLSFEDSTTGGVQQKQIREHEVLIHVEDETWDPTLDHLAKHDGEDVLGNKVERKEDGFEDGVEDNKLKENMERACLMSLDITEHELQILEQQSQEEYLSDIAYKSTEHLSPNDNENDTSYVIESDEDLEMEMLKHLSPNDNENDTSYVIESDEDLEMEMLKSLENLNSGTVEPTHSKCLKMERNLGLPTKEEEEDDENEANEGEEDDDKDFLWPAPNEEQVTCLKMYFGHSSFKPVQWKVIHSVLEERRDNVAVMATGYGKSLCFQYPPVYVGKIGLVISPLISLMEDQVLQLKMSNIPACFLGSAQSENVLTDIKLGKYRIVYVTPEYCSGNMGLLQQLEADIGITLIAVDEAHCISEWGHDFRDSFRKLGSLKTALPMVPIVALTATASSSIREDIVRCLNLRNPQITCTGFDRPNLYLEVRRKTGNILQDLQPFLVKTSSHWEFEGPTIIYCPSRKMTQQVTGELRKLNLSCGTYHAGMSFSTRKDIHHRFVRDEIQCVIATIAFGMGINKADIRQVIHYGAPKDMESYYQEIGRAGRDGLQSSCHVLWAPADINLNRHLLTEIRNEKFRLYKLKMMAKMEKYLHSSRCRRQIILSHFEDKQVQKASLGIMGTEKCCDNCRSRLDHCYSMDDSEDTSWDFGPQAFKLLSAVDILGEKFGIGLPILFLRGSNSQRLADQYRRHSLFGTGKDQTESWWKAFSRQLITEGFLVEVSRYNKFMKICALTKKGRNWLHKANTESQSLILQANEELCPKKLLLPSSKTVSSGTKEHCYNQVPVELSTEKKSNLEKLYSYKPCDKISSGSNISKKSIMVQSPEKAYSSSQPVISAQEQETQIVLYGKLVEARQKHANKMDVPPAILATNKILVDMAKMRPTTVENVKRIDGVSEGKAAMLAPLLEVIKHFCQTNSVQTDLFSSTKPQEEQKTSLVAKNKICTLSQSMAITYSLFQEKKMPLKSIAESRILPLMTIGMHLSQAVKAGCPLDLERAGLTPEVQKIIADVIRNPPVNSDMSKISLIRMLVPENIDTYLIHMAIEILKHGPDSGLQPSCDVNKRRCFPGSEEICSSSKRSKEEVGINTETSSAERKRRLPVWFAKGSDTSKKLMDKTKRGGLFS
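Kinetic red-fluorescence monitoring (525/598 nm) tracks WRN helicase activity after 100 nM fluorophore-quencher forked duplex and 2 mM ATP are added to 20 nM enzyme pretreated 15 min at room temperature with compound.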
IL-1B inflam inh: blocks inflammasome-driven IL-1 beta release. THP-1 LPS/ATP IL-1B secretion, AlphaLISA, 16 h; stronger effect = lower value. activity change, % at 57.5 µM. actives 4.7% (n = 360,000); in the data active means activity change below about -50%; inconclusive means mostly about -30% to -49%; further: on the % scale 0 is the no-effect control and ±100 the full control effect
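Secreted IL-1B measured by AlphaLISA bead assay after 16 h compound exposure of THP-1 cells; compounds (final up to 57.5 uM) added 1 h before LPS (250 ng/mL) and ATP (1.25 mM) stimulation; lower signal means less secretion.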
SW480 rerep: DNA re-replication induction in SW480 cells; SW480 DNA re-replication, Hoechst DNA content imaging, 48 h; Potency, µM (series often up to 46.1 µM), without a hit: at the highest dose re-replication activation, usual class: activators; actives 1.8% (n = 340,000); AID 624297; further: potency means the concentration at half of the fitted maximal effect; % of control where 0% means no effect; nearly all actives have a fitted effect of over 55% in size
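Treated cells incubate 48 hr (37 C, 5% CO2), are stained 40 min with Hoechst, and nuclear fluorescence is enumerated; a rise in nuclei with high DNA signal marks re-replication.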
HT1080-NT tox: kills 2HG-producing HT-1080-NT fibrosarcoma cells | HT-1080-NT fibrosarcoma viability, CellTiter-Glo ATP luminescence, 48 h | Potency, µM (highest dose often 46.1 µM), for the others: at the highest dose activity, negative = less viability, hits mostly cytotoxic | actives 1.6% (n = 360,000) | AID 686970;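 further: NT is the 2HG producing partner of a matched IDH1 knockdown line; potency means the concentration at half of the fitted maximal effect; 0% = DMSO-treated cells and -100% = media-only wells without cells; nearly all actives have a fitted effect of over 55% in size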
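Viability of the 2HG-overproducing fibrosarcoma line after 48 hours of compound exposure at 37 degrees C was determined by luminescence with CellTiter-Glo, and concentration-effect curves were then fitted and categorized.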
ATXN2 expr inh: reduces ATXN2 reporter expression in HEK-293 cells. HEK-293 ATXN2-luciferase reporter, luminescence, 24 h. AID 1745845. Potency, µM (titrated, usually from 57 µM), for inactives: top-dose activity change, negative = inhibition, hits mostly inhibitors. actives 0.72% (n = 360,000); further: potency means the concentration at half of the fitted maximal effect; on the % scale 0 is the no-effect control and ±100 the full control effect; nearly all actives have a fitted effect of over 55% in size
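ATXN2-luciferase reporter cells (luciferase flanked by upstream and downstream ATXN2 gene portions) were treated 24 h at 37 °C with compounds at up to 57 uM. SteadyGlo luminescence gave expression; GF-AFC fluorescence gave viability.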
An asterisk follows results filed as active; ? = inconclusive; nt = no result given; & = joins results of further samples; [ ] = another dose, or the depositor's remark. Unless noted, the call rests on the fitted dose curve; in most records, active means well fitted curve in the direction sought with a large enough effect; inconclusive means small, poorly fitted or top-dose-only effect, or another doubt; inactive means no such curve, though single readings can be large; an effect the other way counts as inactive or inconclusive.

SMILES	MCF10A rerep	KB-V1 cytotox	HT1080 IDH1KD tx	KB-3-1 tox	WRN helicase inh	IL-1B inflam inh	SW480 rerep	HT1080-NT tox	ATXN2 expr inh
O=C(NCCCN1CCOCC1)c1ccc([N+](=O)[O-])cc1[N+](=O)[O-]	3.3%	3.4%	16.4%	0.0%	-2.3%	47.3	8.5%	13.6%	8.4%
COCCN(C(=O)COC(=O)C1CCC(C(C)(C)C)CC1)c1c(N)n(Cc2ccccc2)c(=O)[nH]c1=O (stereo unspecified)	?	0.0%	?	-23.7%	7.2%	-5.7	?	-23.2%	?
CC(CCc1ccccc1)NC(=O)C(C)OC(=O)c1ccco1 (stereo unspecified)	0.3%	-6.0%	10.2%	-3.3%	7.4%	-11.2	-5.6%	5.9%	0.3%
Cc1cc(C)c(C(N)=O)c(SCC(=O)c2cc(C)n(-c3cc(C)on3)c2C)n1	20.6µM*	?	-4.7%	-11.5%	3.0%	22.6	?	-2.3%	-23.1%
O=c1c2ccccc2[nH]c(=S)n1Cc1cccs1	10.7%	-23.8%	-26.3%	-5.1%	-2.5%	0.0	5.4%	-22.4%	-6.6%
Cc1cc(C)c2c(CN3CCC(C)CC3)cc(=O)oc2c1C	24.4%	-2.3%	-2.5%	-10.8%	3.4%	0.0	-4.0%	9.5%	7.8%
COc1cc2c(cc1OC)C1CC(=O)C(CC(C)C)CN1CC2 (stereo unspecified)	4.4%&7.0%	-3.7%	1.9%	19.4%	-0.6%	12.5	-1.5%&-1.1%	4.1%	8.4%&-2.0%
COc1ccc(C(CNC(=O)c2oc3c(Cl)cccc3c2C)N2CCCC2)cc1 (stereo unspecified)	10.9%	23.5%	-0.9%	-15.5%	7.7%	?	10.5%	-4.0%	-12.5%
CNS(=O)(=O)c1ccc2ccccc2c1	0.0%	12.0%	3.4%	0.8%	0.4%	-16.2	?	20.1%	2.9%
O=C(O)CCC(=O)OCCc1cc2ccccc2c(=O)o1	14.1%	0.2%	-2.6%	-6.1%	-18.3%	7.6	-14.4%	15.1%	-1.7%
NS(=O)(=O)c1ccc(N/N=C/C=C/c2ccccc2[N+](=O)[O-])cc1	2.1%	-6.1%	-18.2%	?	-3.0%	-54.3*	-5.2%	-9.5%	42.7%[activator]
COc1ccccc1OC(C)C(=O)O (stereo unspecified)	0.1%	12.1%	-2.8%	1.0%	7.4%	-3.1	-1.7%	2.2%	-8.7%
O=C(O)c1c2c(nc3ccc(S(=O)(=O)N4CCC(C(=O)NC5CCCC5)CC4)cc13)CCCCC2	2.5%	-1.5%	-0.7%	7.7%	-11.1%	-4.2	2.6%	-7.8%	-6.9%
CC(=O)c1cccc(-c2ccnc3c2CC(C(=O)Nc2ccc4c(c2)OCO4)O3)c1 (stereo unspecified)	nt	?	2.31µM*	6.51µM*	-7.5%	-11.3	nt	?	-18.1%
O=C(CCCN1C(=O)/C(=C/c2ccccc2)SC1=S)Nc1ccc(C(=O)O)c(O)c1	-7.6%	?	2.3%	6.8%	-0.7%	10.0	-2.4%	-1.4%	44.1%[activator]
CCN(C(=O)Cc1c(C(=O)O)n(C)c2ccccc12)c1cccc(C)c1	-3.3%	-3.1%	18.0%	2.9%	-3.8%	35.8	-29.7%	3.7%	nt
CN(C)c1ccc(CNC(=O)C2CCN(S(=O)(=O)c3ccc4c(c3)CCCC(=O)N4)CC2)cc1	0.0%	3.0%	1.8%	-2.1%	-1.1%	42.2	3.4%	2.3%	7.1%
O=C(CN1C(=O)C2CC=CCC2C1=O)NC1=NCCS1 (stereo unspecified)	-1.7%	2.2%	10.4%	2.6%	-9.5%	1.1	-9.7%	2.6%	0.7%
CCCCC1(CC(=O)OCC)C(=O)N(c2ccccc2)N(c2ccccc2)C1=O	6.2%	4.61µM*	-6.5%	-24.2%	0.8%	-0.1	17.3%	-3.0%	-4.1%
CC(=O)Nc1cc(C(F)(F)F)ccc1OCCOc1ccccc1	?	-10.3%	-1.2%	-2.8%	-7.9%	-9.9	2.3%	0.3%	-7.8%

Shown with two lines to a compound: 3 of the compounds above.
Second line of a record: MCF10A rerep, KB-V1 cytotox, HT1080 IDH1KD tx, KB-3-1 tox, WRN helicase inh, IL-1B inflam inh, SW480 rerep, HT1080-NT tox, ATXN2 expr inh
> O=C(CN1C(=O)C2CC=CCC2C1=O)NC1=NCCS1 (stereo unspecified)
→ -1.7%, 2.2%, 10.4%, 2.6%, -9.5%, 1.1, -9.7%, 2.6%, 0.7%
> CCCCC1(CC(=O)OCC)C(=O)N(c2ccccc2)N(c2ccccc2)C1=O
→ 6.2%, 4.61µM*, -6.5%, -24.2%, 0.8%, -0.1, 17.3%, -3.0%, -4.1%
> CC(=O)Nc1cc(C(F)(F)F)ccc1OCCOc1ccccc1
→ ?, -10.3%, -1.2%, -2.8%, -7.9%, -9.9, 2.3%, 0.3%, -7.8%

Further records:
SMILES	MCF10A rerep	KB-V1 cytotox	HT1080 IDH1KD tx	KB-3-1 tox	WRN helicase inh	IL-1B inflam inh	SW480 rerep	HT1080-NT tox	ATXN2 expr inh
O=C(CSc1ccc2nnc(CCNC(=O)c3ccccc3)n2n1)NCCc1ccccc1	-2.0%	?	8.4%	33.0%	0.0%	7.0	20.0%	9.9%	-8.7%
COc1cccc(-c2ccc3c(c2)N(Cc2ccc(F)cc2)C(=O)C(C)S3)c1 (stereo unspecified)	nt	-10.0%	4.1%	0.0%	6.0%	33.3	nt	16.0%	10.4%
O=C(O)c1ccc(Nc2nc(-c3ccccc3)c3ccccc3n2)cc1	19.2%	1.9%	-17.3%	-6.7%	-13.7%	0.0	0.3%	-12.4%	-8.4%
Cc1cccc(C)c1N1C(=O)c2ccccc2C1=O	14.7%	-13.1%	-6.1%[9.24 µM]	-4.7%	-3.2%[57.1 µM]	-4.8	1.2%	-19.1%	2.1%
O=C(c1ccc2nccnc2c1)N1CCN(Cc2ccc3c(c2)OCO3)CC1	2.4%	-6.9%	-6.3%	0.4%	-3.1%	-8.8	-8.8%	4.8%	-7.4%
COc1ccc(C(=O)NC(C(=O)NCC2(N3CCCCC3)CCCCC2)C(C)C)cc1 (stereo unspecified)	?	15.0%	-5.4%	19.5%	-0.1%	-19.0	4.1%	-7.6%	0.1%
Cc1ccc(S(=O)(=O)c2ccc(Cl)cc2)cc1S(=O)(=O)NC(C)C(=O)O (stereo unspecified)	0.8%	-15.5%	-1.5%	-1.4%	-4.1%	-1.9	1.1%	0.8%	-4.0%
COc1ccc(NC(=O)C2CCCO2)cc1OC (stereo unspecified)	-2.5%	18.0%	17.7%	6.9%	-4.3%	-1.5	0.7%	15.6%	2.2%
CCN(CC)CCN1C(=O)C(=O)/C(=C(/O)c2c(C)[nH]c(C(=O)OC)c2C)C1c1cccs1 (stereo unspecified)	-0.3%	8.4%	3.2%	6.0%	11.0%	24.1	0.1%	6.7%	3.8%
Cc1cc(N2CCOCC2)nc(N2CCOCC2)c1C#N	nt	7.31µM*	1.1%	?	-5.2%	-20.1	nt	15.1%	nt
COC(=O)c1[nH]c2ccc(C)cc2c1NC(=O)Nc1ccccc1OC	-2.1%	-14.0%	-2.7%	-2.0%	-2.2%	25.7	-7.6%	-0.5%	8.9%
CN(C(=O)COC(=O)CNC(=O)c1sc2ccccc2c1Cl)c1ccccc1	-0.2%	-2.1%	3.4%	-7.0%	1.2%	13.1	3.1%	10.5%	-8.0%
NC(=O)C1CCN(C(=O)c2ccc3nc(-c4ccccc4)c(-c4ccccc4)nc3c2)CC1	-0.9%	13.2%	-16.7%	-4.8%	4.0%	-14.4	0.9%	-3.0%	11.9%
CN(C)CCCN(C(=O)c1ccc(S(=O)(=O)N(C)C)cc1)c1nc2cc3c(cc2s1)OCO3	2.2%	1.5%	-12.0%	0.0%	-3.3%	-23.7	-7.0%	-18.5%	-30.5%
COc1ccc(OC)c(NC(=O)COC(=O)[C@H](Cc2ccccc2)NC(=O)c2ccco2)c1	4.3%	0.0%	0.1%	7.6%	-2.8%	16.0	-12.4%	7.1%	4.9%
COC(=O)c1ccc(NS(=O)(=O)c2ccc3c(c2)oc(=O)n3C)cc1	8.8%	6.6%	12.3%	-14.8%	0.6%	-0.2	-2.2%	8.5%	1.1%
COc1cc(OC)c(C(=O)NC2CC(C)(C)NC(C)(C)C2)cc1OC	-3.7%	24.2%	-9.1%	10.3%	0.9%	0.0	1.2%[9.22 µM]	-0.3%	-1.9%
CC/C(=C\C1CCCCC1)C(NP(=O)(c1ccccc1)c1ccccc1)c1ccccc1 (stereo unspecified)	?	?	11.7%	?	-0.1%	-24.4	?	8.3%	?
Cc1ccc2cc(CCNC(=O)c3ccco3)c(=O)[nH]c2c1C	0.0%	?	3.2%	0.8%	3.8%	-3.0	-19.0%	-0.1%	19.8%
COc1ccc(-c2cc3nc(C)cc(N4CCN(C(=O)c5ccco5)CC4)n3n2)cc1	nt	-1.0%	7.7%	0.4%	4.2%	-29.0	nt	5.9%	-14.8%
COc1ccc([N+](=O)[O-])cc1NC(=O)COC(=O)c1ccccn1	0.9%	-4.3%	8.3%	1.5%	4.2%	12.2	2.4%	29.3%	1.5%
CCC(=O)NN1CCc2cc3ccc(C)cc3nc21	1.5%	25.5%	0.3%	-3.4%	1.3%	21.5	-0.2%	4.2%	-11.5%
CC(=O)NC(=S)Nc1ccc([N+](=O)[O-])cc1C	?	12.6%	-10.8%	-7.2%	10.9%	0.0	?	-8.9%	-10.7%

Source: PubChem BioAssay (National Center for Advancing Translational Sciences (NCATS))
